# Screening data from PubChem BioAssay.
# M5 PAM: CHRM5 positive allosteric modulation. P08912. CHO-K1 hM5, Fluo-8 calcium, ACh EC20 PAM; 0% = ACh EC20, 100% = ACh EC100. activation, % at 3 µM. actives 0.3% (n = 360,000);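 active means activation above the run cutoff, the mean activation of all test compounds plus 3 SD, cut at about 18% in these data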
#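 Test system: CHO-K1 hM5 cells / Doses: single-point, 3 µM nominal / Times: Post-acetylcholine fluorescence recording 140 s / Technique: Fluo-8 calcium fluorescence / Measure: Max/basal fluorescence ratio as % of EC20–EC100 ACh window / Benchmarks: low control EC20 acetylcholine (0%), high control EC100 acetylcholine (100%) / Replicates: one well per compound, no replicates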
# CHRM5 agonist: agonists of human muscarinic M5 receptor (CHRM5); AID 624037; P08912; CHO-K1 hM5 cells, Fluo-8 calcium fluorescence; 0% DMSO wells, 100% maximal acetylcholine response; actives 0.19% (n = 360,000); activation, % at 3 µM;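 active means activation above the run's mean over test compounds plus 3 SD, cut at about 23% in these data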;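 further: signal is peak over basal fluorescence ratio across the kinetic read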
# CHRM1 PAM: human CHRM1 positive allosteric modulation | P11229 | CHO-K1 hM1, Fluo-8 calcium fluorescence, ACh EC20; 0% = ACh EC20, 100% = maximal ACh | activation, % at 3 µM | actives 0.088% (n = 360,000) | AID 588819; in the data active means activation above about 19%, passing the limit was not always enough
# Target sequence (P11229 whole entry, looked up): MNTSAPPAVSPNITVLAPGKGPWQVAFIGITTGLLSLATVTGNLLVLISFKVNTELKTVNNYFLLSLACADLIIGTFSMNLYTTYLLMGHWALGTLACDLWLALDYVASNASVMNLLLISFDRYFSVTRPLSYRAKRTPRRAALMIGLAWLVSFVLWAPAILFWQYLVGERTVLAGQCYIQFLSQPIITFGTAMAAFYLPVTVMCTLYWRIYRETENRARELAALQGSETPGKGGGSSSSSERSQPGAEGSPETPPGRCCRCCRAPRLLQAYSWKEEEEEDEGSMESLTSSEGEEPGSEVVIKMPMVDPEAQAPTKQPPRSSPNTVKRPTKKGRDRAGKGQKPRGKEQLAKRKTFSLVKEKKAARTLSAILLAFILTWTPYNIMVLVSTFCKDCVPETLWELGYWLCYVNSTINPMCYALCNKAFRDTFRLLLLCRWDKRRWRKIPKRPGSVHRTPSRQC
# M4 PAM: CHRM4 positive allosteric modulation; P08173; CHO-K1 hM4/Gqi5, Fluo-8 calcium fluorescence, ACh EC20; 0% = ACh EC20, 100% = maximal ACh; activation, % at 3 µM; actives 0.4% (n = 360,000); AID 624126;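 active means activation above its plate's cutoff, the mean activation of sample wells plus 3 SD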; further: some results filed as inactive read as strong as hits
# Target sequence (P08173 whole entry, looked up): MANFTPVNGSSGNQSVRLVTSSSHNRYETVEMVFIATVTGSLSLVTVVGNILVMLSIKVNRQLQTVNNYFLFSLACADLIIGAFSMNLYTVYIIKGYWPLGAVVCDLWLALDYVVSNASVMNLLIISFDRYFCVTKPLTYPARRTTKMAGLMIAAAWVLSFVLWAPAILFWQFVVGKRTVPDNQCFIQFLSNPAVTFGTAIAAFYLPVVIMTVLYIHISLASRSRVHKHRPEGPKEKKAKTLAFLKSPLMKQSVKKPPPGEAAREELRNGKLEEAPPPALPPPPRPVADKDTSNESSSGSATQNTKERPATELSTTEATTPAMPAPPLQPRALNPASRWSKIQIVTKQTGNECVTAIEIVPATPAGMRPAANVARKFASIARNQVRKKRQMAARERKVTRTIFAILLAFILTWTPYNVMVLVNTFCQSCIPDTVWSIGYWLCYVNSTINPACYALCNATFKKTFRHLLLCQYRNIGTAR
# CRFBP-R2 agonist: agonists of human CRF-binding protein/CRF-R2 receptor complex; activation, % at 13.2 µM; HEK293 CRF-R2/CRF-BP, calcium dye fluorescence (FLIPR); percent of saturating CRF peptide response; actives 0.46% (n = 350,000);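 active means activation of at least 50%, plus an integration ratio under a set limit after plate pattern correction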;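 further: plate controls were neutral control wells without compound for no effect and CRF at EC100 for full effect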
# CHRM1 antagonist: human CHRM1 antagonism; AID 588852; actives 1.3% (n = 360,000); CHO-K1 hM1, Fluo-8 calcium fluorescence, ACh EC80 antagonist; P11229; inhibition, % at 3 µM;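 active means percent inhibition above its own plate's cutoff, namely the mean of that plate's compound wells plus 3 SD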;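 further: peak over basal fluorescence ratio during 140 s after agonist addition; 0% = ACh EC80 plus DMSO and 100% = DMSO alone without agonist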
# M4 antag: blocks acetylcholine activation of human M4 receptor; actives 0.73% (n = 360,000); inhibition, % at 3 µM; P08173; CHO-hM4 cells, ACh EC80, Fluo-8 calcium fluorescence; AID 624125;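 active means inhibition above its plate's cutoff, the mean inhibition of sample wells plus 3 SD, cut at about 27% in these data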;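 further: 0% = acetylcholine EC80 with DMSO and 100% = DMSO without agonist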
# M5 antag: antagonists of human muscarinic M5 receptor (CHRM5). AID 624040. actives 0.59% (n = 360,000). CHO-hM5 cells, Fluo-8 calcium fluorescence, ACh EC80. inhibition, % at 3 µM. P08912;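 active means inhibition above a per-plate cutoff, the mean of that plate's test compounds plus 3 SD, cut at about 27% in these data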;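 further: 0% = acetylcholine EC80 with DMSO and 100% = DMSO without agonist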
# CHRM4 agonist: agonists of human muscarinic M4 receptor (CHRM4); actives 0.14% (n = 360,000); P08173; activation, % at 3 µM; CHO-K1 hM4/Gqi5, Fluo-8 calcium fluorescence; vehicle 0%, full acetylcholine response 100%;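 active means activation above the run mean over all test wells plus 3 SD, cut at about 32% in these data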;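 further: peak over basal fluorescence ratio per well then scaled between controls; 0% = DMSO wells and 100% = acetylcholine at EC100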
# * marks the source's active call; other numbers are inactive results; / = not tested or not shown.
# Screens in order: M5 PAM	CHRM5 agonist	CHRM1 PAM	M4 PAM	CRFBP-R2 agonist	CHRM1 antagonist	M4 antag	M5 antag	CHRM4 agonist
- COc1cccc(NC(=O)C2CC(=O)N/C(=N/NC(=O)c3ccc(C)cc3)S2)c1 (stereo not drawn)
 : 2	3	15	17	-0.1	-8	2	7	0
- Cc1cc2nc3n(c2cc1C)CC1CC(C(=O)NCCC(C)C)N(C)C31 (stereo not drawn)
 : 1	2	0	6	-0.8	12	-10	2	3
- CC(NC(=O)Cn1cccc1)c1ccccc1 (stereo not drawn)
 : -3	-6	4	0	-0.8	-11	-4	6	1
- Nc1ccc2c(c1)C(=O)c1ccc(Br)cc1-2
 : 6	-3	2	5	-1.8	-5	-5	-4	1
- O=C(c1cccnc1)N1N=C(C2CC2)CC1(O)C(F)(F)F (stereo not drawn)
 : 5	-3	-2	6	-0.7	6	-7	7	0
- COc1cc(C(=O)N=c2sc3ccccc3n2C)cc(OC)c1OC
 : -1	0	3	-5	-1.2	-1	-4	5	1
- COCCN(CCOC)C(=O)CSc1ccc(S(=O)(=O)N2CCN(C)CC2)cn1
 : 0	4	10	8	1.6	-12	-5	0	4
- c1cnc2c(Oc3ncnc4sccc34)cccc2c1
 : 11	0	13	3	-0.3	-3	1	-2	1
- NC(=O)/C=C/C(=O)Nc1ccc(Cl)cc1
 : 2	-2	7	7	2.3	-7	4	8	1
- O=C1CC(c2ccccc2)CC(=O)C1Sc1ccc(Cl)cc1 (stereo not drawn)
 : 3	0	4	9	0.3	-3	-6	-2	-1
- COc1cc(NC(=O)CSc2nnc3n2C(C)(C)Cc2ccccc2-3)cc(OC)c1
 : 2	-1	10	10	2.0	-10	4	3	0
- CC(=O)c1ccc(N2CCN(C(=O)c3ccc4ccccc4n3)CC2)cc1
 : 7	-1	6	2	-1.8	-8	-1	2	1
- COC(=O)c1ccc(OCC2NCCc3cc(OC)c(OC)cc32)cc1 (stereo not drawn)
 : 3	-6	2	1	0.9	-12	-13	-10	4
- Cc1oc2ccc(NS(=O)(=O)c3ccc(C(C)(C)C)cc3)cc2c1C(=O)Nc1ccccc1
 : -7	-3	2	-2	3.1	3	4	-3	0
- O=C(c1ccccc1F)N(Cc1cccs1)C1CCS(=O)(=O)C1 (stereo not drawn)
 : 2	-1	12	2	0.4	-10	-6	14	1

# The list goes on; it opens with the 5 that closed the last part.
# Screens in order: M5 PAM	CHRM5 agonist	CHRM1 PAM	M4 PAM	CRFBP-R2 agonist	CHRM1 antagonist	M4 antag	M5 antag	CHRM4 agonist
- COc1cc(NC(=O)CSc2nnc3n2C(C)(C)Cc2ccccc2-3)cc(OC)c1
 : 2	-1	10	10	2.0	-10	4	3	0
- CC(=O)c1ccc(N2CCN(C(=O)c3ccc4ccccc4n3)CC2)cc1
 : 7	-1	6	2	-1.8	-8	-1	2	1
- COC(=O)c1ccc(OCC2NCCc3cc(OC)c(OC)cc32)cc1 (stereo not drawn)
 : 3	-6	2	1	0.9	-12	-13	-10	4
- Cc1oc2ccc(NS(=O)(=O)c3ccc(C(C)(C)C)cc3)cc2c1C(=O)Nc1ccccc1
 : -7	-3	2	-2	3.1	3	4	-3	0
- O=C(c1ccccc1F)N(Cc1cccs1)C1CCS(=O)(=O)C1 (stereo not drawn)
 : 2	-1	12	2	0.4	-10	-6	14	1
- CC(C)Oc1ccc(C2CC(=O)N(c3ccccc3)C2=O)cc1 (stereo not drawn)
 : -7	-1	2	1	1.8	7	-10	-7	2
- COc1ccc(NC(=O)c2cc(-c3ccc(OC)c(OC)c3)on2)cc1OC
 : 6	0	5	18	-0.6	-6	-14	-3	0
- O=C(NCCCNC(=O)c1cccs1)c1cccs1
 : -5	-3	-7	5	-2.3	-1	0	7	1
- CC(Oc1ccc(Cl)cc1Cl)C(=O)Nc1ccc(N2CCN(C)CC2)cc1 (stereo not drawn)
 : -15	-5	-9	0	-1.2	18	4	6	2
- CN(C(=O)c1ccc2c(c1)OCO2)C1(C)CCS(=O)(=O)C1 (stereo not drawn)
 : -8	4	2	12	0.1	10	-8	10	0
- CCCC(=O)Nc1ccc(NC(=O)c2ccccc2OC)cn1
 : -1	0	6	-1	-1.5	-14	-3	-11	1
- COc1cccc(NC(=O)CS(=O)(=O)c2cccc3nsnc23)c1
 : -4	-3	10	3	-1.8	-19	-12	19	1
- CCN(CC)C(=O)C1=C(C)N(Cc2ccccc2)C(=O)C(CC(=O)NCc2ccco2)C1 (stereo not drawn)
 : -1	-2	6	9	-0.4	-5	-13	-1	0
- CC(C)(C)n1nnnc1C(c1ccccn1)N1CCN(C(c2ccccc2)c2ccccc2)CC1 (stereo not drawn)
 : -7	0	9	10	0.7	-3	1	15	2
- COc1ccc(-c2oc(=O)c3cc(OC)c(OC)cc3c2/C=C/c2ccc([N+](=O)[O-])cc2)cc1
 : -3	4	6	3	0.3	-5	0	-2	8
- Cc1ccc(SCCNS(=O)(=O)c2ccc(F)cc2)cc1
 : 3	-1	7	-5	-0.3	-9	10	3	0
- CCC(C)NC(=O)C(Sc1ccccc1)c1ccccc1 (stereo not drawn)
 : 0	-5	11	11	0.7	-6	3	3	0
- CCCCC1C2C(=O)N(c3ccc(C)cc3)C(=O)C2ON1c1ccccc1 (stereo not drawn)
 : 12	-9	10	-4	4.4	-19	-1	-10	0
- CCS(=O)(=O)C1=NSC2=NC(=O)/C(=C\c3ccc(OS(=O)(=O)c4ccccc4)c(OC)c3)C(=N)N21
 : 29*	-2	15	-1	1.5	1	-1	20	3
- O=C(CCCN1C(=O)/C(=C\c2cccs2)SC1=S)Nc1ccc(O)cc1C(=O)O
 : 4	-1	0	-4	-0.7	1	9	2	1

# M5 PAM: entries above that show a hit
# Screens in order: M5 PAM	CHRM5 agonist	CHRM1 PAM	M4 PAM	CRFBP-R2 agonist	CHRM1 antagonist	M4 antag	M5 antag	CHRM4 agonist
- CCS(=O)(=O)C1=NSC2=NC(=O)/C(=C\c3ccc(OS(=O)(=O)c4ccccc4)c(OC)c3)C(=N)N21
 : 29*	-2	15	-1	1.5	1	-1	20	3

# 4 entries from above, sorted by molar mass, high to low.
# Screens in order: M5 PAM	CHRM5 agonist	CHRM1 PAM	M4 PAM	CRFBP-R2 agonist	CHRM1 antagonist	M4 antag	M5 antag	CHRM4 agonist
- COc1ccc(NC(=O)c2cc(-c3ccc(OC)c(OC)c3)on2)cc1OC
 : 6	0	5	18	-0.6	-6	-14	-3	0
- Cc1ccc(SCCNS(=O)(=O)c2ccc(F)cc2)cc1
 : 3	-1	7	-5	-0.3	-9	10	3	0
- CCCC(=O)Nc1ccc(NC(=O)c2ccccc2OC)cn1
 : -1	0	6	-1	-1.5	-14	-3	-11	1
- CCC(C)NC(=O)C(Sc1ccccc1)c1ccccc1 (stereo not drawn)
 : 0	-5	11	11	0.7	-6	3	3	0

# (list continues)
# Screens in order: M5 PAM	CHRM5 agonist	CHRM1 PAM	M4 PAM	CRFBP-R2 agonist	CHRM1 antagonist	M4 antag	M5 antag	CHRM4 agonist
- COc1ccc(OCCCC(=O)Nc2ccc(OC)c(S(=O)(=O)N3CCOCC3)c2)cc1
 : 4	3	3	2	-0.3	-6	-6	1	4
- CC1CCCC(NC(=O)c2ccc3c(c2)NC(=O)CS3)C1C (stereo not drawn)
 : 0	-2	2	-2	-0.9	-3	-3	4	2
- Cc1ccc(NC(=O)c2cc(=O)[nH]c3ccc(S(=O)(=O)N4CCOCC4)cc23)cc1
 : -8	2	11	-1	-1.1	-12	14	9	0
- COc1ccc(C(=O)Nc2ccc(NC(=O)C3CC3)nc2)cc1
 : -6	-4	3	-6	-1.5	-5	0	13	3
- COc1ccc(NC(=O)c2ccc(COCC(F)(F)C(F)F)cc2)cc1OC
 : -1	0	2	2	-4.1	-3	-9	3	3
- N#Cc1c(Nc2ccccc2)c(/C=N/NCCO)c[nH]c1=O
 : 9	2	9	14	1.6	2	1	-2	1
- Cc1nn(C)cc1-c1csc(N)n1
 : -9	1	-5	-5	1.9	9	5	20	17
- Cc1ccccc1NC(=O)c1cc(S(=O)(=O)N2CCOCC2)cn1C
 : -5	1	4	2	-3.1	-3	0	-1	1
- Cc1ccccc1CNS(=O)(=O)c1ccc2c(c1)OCCO2
 : 2	4	2	-2	-0.5	-16	5	0	2
- Cc1c(C(=O)NC2CCCCC2)oc2c1C(=O)CC(C)(C)C2
 : -4	-3	0	-5	-1.0	1	7	-3	0
- Cc1cc(F)ccc1Oc1cc(NN2CCCCC2)c([N+](=O)[O-])cc1[N+](=O)[O-]
 : 3	1	2	3	-0.4	-2	-8	1	0
- COCC(=O)N[C@H]1CC[C@@H](CC(=O)NCc2ccccc2OC)O[C@@H]1CO
 : 0	0	/	5	/	/	-8	-6	2
- O=C1NCC(=O)N2C(c3ccccc3)c3[nH]c4ccccc4c3C[C@@H]12 (stereo partly drawn)
 : 3	-1	2	-1	1.2	-1	-1	-1	1
- COc1ccc(NC(=O)C2(C)Cc3c(-c4ccc5c(c4)OCO5)ccnc3O2)cc1 (stereo not drawn)
 : 0	-3	3	6	/	-12	-14	0	0
- COc1ccc(CCc2ccc3cc(OC)ccc3n2)cc1
 : -7	2	-5	0	0.8	5	-4	8	2
- Nc1c(C(=O)N/N=C/c2cccnc2)oc2nc(-c3ccccc3)cc(-c3ccco3)c12
 : 7	3	7	-4	7.7	-14	5	-3	1
- O=S(=O)(N(Cc1ccccc1)[C@@H](CO)Cc1ccccc1)N(Cc1ccccc1)[C@@H](CO)Cc1ccccc1
 : 10	2	4	6	0.0	-5	-8	4	-1
- COc1ccc(-c2cc(C)no2)cc1S(=O)(=O)N1CCCN(Cc2ccccc2Cl)C1
 : 1	-3	1	-8	3.5	-10	-7	-2	11
- CSc1nsc(SC)c1CO
 : 0	4	4	-11	-0.8	-8	1	2	1
- COc1ccccc1CNC(=O)CS(=O)Cc1nc(-c2ccc(OC)c(OC)c2)oc1C (stereo not drawn)
 : -2	0	16	3	0.6	-14	-7	9	3
- CC1(c2nnc(Cc3ccccc3)o2)CC(c2ccncc2)=NO1 (stereo not drawn)
 : -6	0	1	1	-1.7	1	-17	6	0
- COc1ccc(S(=O)(=O)N2CCN(c3ccccn3)CC2)cc1[N+](=O)[O-]
 : -4	-5	2	-3	0.8	-2	-4	4	4
- O=C(NCCc1ccccn1)c1nc(Cn2cc(Br)cn2)no1
 : 2	-3	22	5	0.2	-16	-10	15	2
- CC(=O)C1=C(C)NC(C)=C(C(C)=O)C1c1ccc(-c2ccccc2Cl)o1
 : -9	-4	7	1	-1.5	2	20	6	0
- Cn1cc(CNC(=O)c2ccc3nc(Cc4ccccc4F)oc3c2)cn1
 : -5	0	4	-4	0.5	-3	7	13	3
- COc1ccc2c(c1)[C@@H]1[C@H](CO2)[C@H](c2ccccc2)[C@]2(C)C(=O)NCC(=O)N12
 : 8	9	6	2	-0.4	-14	-5	-1	5
- COc1cccc(CNc2nc3cc(-c4ccc(C)cc4)sc3c(=O)n2C)c1OC
 : -6	-1	4	5	/	-7	-7	0	6
